From PubChem
ARNT-TACC3 inh: ARNT/TACC3 interaction disruption | Q9Y6A5 | AlphaScreen His-ARNT PAS-B/GST-TACC3 binding, luminescence; TACC3 fragment carries E629A point mutation | inhibition, % at 9.99 µM | actives 0.66% (n = 390,000);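 active = mean inhibition of replicates at least 50% and at least half of replicates each reaching 50%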;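 note: 0% = complete ARNT plus TACC3 wells and 100% = ARNT alone without TACC3; many hits fall short of the cut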
Active calls of the source: *.

| structure | ARNT-TACC3 inh |
| --- | --- |
| O=C(Nc1cccc2ncccc12)C12CC3CC(CC(C3)C1)C2 | -7 |
| CCCN(C(=O)CCNC(=O)Cn1cnc2ccccc2c1=O)c1cccc(Cl)c1 | -5 |
| COC(=O)c1cc2c(-c3ccccc3)c(C)c3ccccn3c-2c1C(=O)OC | 7 |
| N#Cc1c(N)oc(-c2ccco2)c1-c1ccco1 | 3 |
| CCc1cc[n+](-c2nc([O-])sc2C=O)cc1 | 9 |
| Cc1ccc(C(=O)Nc2nc(=O)n(C)s2)cc1 | -2 |
| CSc1nc2ccc(NC(=O)C3CC(=O)N(Cc4ccco4)C3)cc2s1 (stereo not drawn) | 23 |
| CCOc1ccc(N2C(=O)CC(N)C2=O)cc1 (stereo not drawn) | -4 |
| COC(=O)C1=C(N)OC2=C(C(=O)CC(C)(C)C2)C1c1ccoc1 (stereo not drawn) | -11 |
| CCC1CCCCN1CCCNC(=O)C1CCN(Cc2nc(-c3ccc(Cl)cc3)oc2C)CC1 (stereo not drawn) | 6 |
| CC(=O)NCCOC(=O)Nc1cccnc1 | -2 |
| CCOC(=O)N1CCN(C(=O)c2ccccc2CCc2ccccc2)CC1 | -13 |
| COc1ccc(-c2ccc(=O)n(CC(=O)Nc3ccc(C(=O)NC4CC4)cc3)n2)cc1OC | -7 |
| CCOc1ccccc1NC(=O)c1ccc(S(=O)(=O)N2CCOCC2)cc1 | -8 |
| Cc1ccc2cc(CN(C(=O)c3ccco3)c3ccccc3)c(=O)[nH]c2c1 | -2 |
| Cn1cnc2cc(NS(=O)(=O)c3ccc(Br)cc3)ccc21 | -7 |
| N#Cc1cc2c(nc1SCC(=O)NCc1ccc3c(c1)OCO3)CCCCC2 | 0 |
| Cc1ccc(C(C(=O)NC2CCCC2)N(C(=O)Cc2cccs2)c2ccc(C)c(C)c2)o1 (stereo not drawn) | -3 |
| CCC(C)(C)NC(=O)CN(Cc1cccs1)C(=O)C(=O)Nc1ccc2c(c1)OCCO2 | -32 |
| Cc1cccc(N2C(=O)SC(N(C)c3ccccc3)C2=O)c1 (stereo not drawn) | -8 |
| C/C(=N/NC(=O)c1cccs1)c1ccc(NC(=O)COc2ccc(Cl)cc2)cc1 | -2 |
| Cc1cc(=O)oc(C)c1C(=O)n1nc(C)c2c1C[C@@H]1[C@H]2C1(C)C | -3 |
| O=C(Nc1ccccc1)OC1C2CCC1C(N1CCCCC1)CC2 (stereo not drawn) | -2 |
| Cc1ccc(NS(=O)(=O)c2ccc(NC(=O)c3ccc(-c4ccccc4)cc3)cc2)c(C)c1 | 2 |
| CNc1cc([N+](=O)[O-])ccc1N/C=C/C(=O)c1cccs1 | 2 |
| COc1ccc(-c2noc(CSc3nc(-c4ccccc4)cc(=O)[nH]3)n2)cc1OC | 2 |
| C/C(CCc1ccc2c(c1)OCO2)=N\N=C(/N)SC1CC(=O)N(c2ccccc2F)C1=O (stereo not drawn) | -4 |
| COc1ccc(CSc2nc(N3CCOCC3)c3c(c2C#N)CC(C)(C)OC3)cc1 | 0 |
| COc1ccc(C2=C(N)c3ccccc3C2=O)cc1 | 5 |
| CCCn1c(=O)[nH]c(=O)c2c1nc(-c1ccc(OC(F)(F)C(F)C(F)(F)F)cc1)n2CCOC (stereo not drawn) | -2 |
| O=C(NC12CC3CC(CC(C3)C1)C2)N1CCC(n2nnc3ccccc32)CC1 | -20 |
| CCOc1ccccc1-n1c(SCC(N)=O)nc2ccccc2c1=O | 3 |
| O=c1cc(CO)oc(CN2CCN(Cc3ccccc3)CC2)c1O | 2 |
| CCOC(=O)CC1C(=O)NCCN1C(=O)c1ccc(F)cc1F (stereo not drawn) | -47 |
| CN(C1CCCCC1)S(=O)(=O)c1ccccc1 | 17 |
| COc1ccc(N2C(=O)C(CC(=O)O)S/C2=C\C(C)=O)cc1 (stereo not drawn) | -1 |
| CCOC(=O)C1CCN(S(=O)(=O)c2cccc(-c3cn4ccccc4n3)c2)CC1 | -8 |
| CC1(C)CC(=O)c2c(oc3cc(O)c(O)cc23)C1 | -4 |
| O=C(Nc1ccc(N2CCCC2)cc1)c1ccc(Br)o1 | -6 |
| CC1C2CC(CC1(C)C)N(C(=O)Nc1ccc3nccnc3c1)C2 (stereo not drawn) | -8 |
| Cc1ccc(CNC(=O)CCC(=O)c2cccs2)cc1 | -6 |
| O=C(N/N=C/c1cc([N+](=O)[O-])ccc1Cl)c1ccc2nc[nH]c2c1 | 3 |
| Nc1cccc2c1C(=O)N(C(=O)c1cccc(S(=O)(=O)N3CCCC3)c1)C2=O | -4 |
| CCOC(=O)CN(C(=O)CNC(=O)c1ccco1)C(C(=O)NC1CCCC1)c1ccccc1OCC (stereo not drawn) | -1 |
| Cc1cccc(OCc2nc(-c3ccccn3)n[nH]2)c1 | 67* |
| CCOC(=O)c1ccc(NC(=O)CSc2nnnn2C2CCCCC2)cc1 | -12 |
| CCOc1cc(NC(=O)c2ccccc2C)c(OCC)cc1NC(=O)C1=Cc2ccccc2OC1 | -5 |
| COC(=O)c1cc(OC)c(OC)cc1NC(=S)N1CCN(C)CC1 | -10 |
| CCCCCCn1c(N2CCN(c3ccccc3)CC2)nc2c1c(=O)[nH]c(=O)n2C | 6 |
| COc1ccc(Oc2c(C)oc3c(CN4CCOCC4)c(O)ccc3c2=O)cc1 | -4 |
| CC(=O)n1cc(C2C(=O)CC(C)(C)CC2=O)c2ccccc21 | -2 |
| COc1ccc2c(c1OC)C(=O)N1c3ccccc3C(=O)N(c3ccccc3)C21 (stereo not drawn) | -5 |
| COc1ccccc1NC(=O)c1cc2ccccc2o/c1=N\O | -8 |
| O=C(c1cc2ccccc2c(=O)o1)N1CCCc2ccccc21 | -8 |
| CCC(C)c1ccc(NC(=O)CC(C)=O)cc1 (stereo not drawn) | -1 |
| CCCOc1ccc(C(=O)CCNc2ccc(C)c(Cl)c2)cc1 | -8 |
| CSc1ccccc1C(=O)NC1CC2CCC1C2 (stereo not drawn) | -3 |
| CCCn1c(N)c(C(=O)CSc2nnc(C3CC3)n2Cc2ccccc2)c(=O)[nH]c1=O | -6 |
| COc1cc(C2SCC(=O)N2c2nnc(C34CC5CC(CC(C5)C3)C4)s2)cc(OC)c1OC (stereo not drawn) | -7 |
| COc1cccc(-c2cc(C(=O)O)no2)c1 | -19 |

Remaining list, next part
| structure | ARNT-TACC3 inh |
| --- | --- |
| N#Cc1c(NC(=O)Cn2cnc3ccccc3c2=O)oc(-c2ccccc2)c1-c1ccccc1 | -1 |
| O=C(Nc1ccn(Cc2c(F)c(F)c(F)c(F)c2F)n1)c1cccc(Cn2cc([N+](=O)[O-])cn2)c1 | 19 |
| CC(=O)Oc1ccc(N2C(=O)C3C4C=CC(CO)(O4)C3C2=O)cc1 (stereo not drawn) | 0 |
| CCC(=O)NCc1nc2ccccc2n1Cc1ccccc1F | -2 |
| Cc1cc(Nc2ccc(Cl)cc2)n(-c2ccccc2)n1 | 0 |
| COc1cccc(C(=O)N(CN2CCCC2=O)c2cccc(Cl)c2)c1OC | -5 |
| O=C(O)CCCNc1ccc(S(=O)(=O)Nc2ccccc2C(=O)O)cc1C(=O)O | -3 |
| NC(=O)NCCC1=CCCCC1 | -3 |
| O=C(OCCNC(=O)c1ccc2ccccc2n1)c1cccnc1 | 2 |
| Cc1c(NC(=O)CCC(=O)N2CCCCC2)c(=O)n(-c2ccccc2)n1C | -5 |
| Cc1cc(C)n(-c2nc3ccccc3c(=O)n2OCC(=O)OCc2ccccc2)n1 | 3 |
| COc1ccc(-c2c(S(=O)(=O)c3ccccc3)cnn2-c2ccccc2)cc1 | -35 |

Some of the entries above in another layout:
CC1(C)CC(=O)c2c(oc3cc(O)c(O)cc23)C1
  ARNT-TACC3 inh: -4

O=c1cc(CO)oc(CN2CCN(Cc3ccccc3)CC2)c1O
  ARNT-TACC3 inh: 2

CCC(C)c1ccc(NC(=O)CC(C)=O)cc1 (stereo not drawn)
  ARNT-TACC3 inh: -1

COc1ccc(-c2ccc(=O)n(CC(=O)Nc3ccc(C(=O)NC4CC4)cc3)n2)cc1OC
  ARNT-TACC3 inh: -7

Next part
| structure | ARNT-TACC3 inh |
| --- | --- |
| Cc1ccc(S(=O)(=O)C2CS(=O)(=O)CC2O)cc1 (stereo not drawn) | -3 |
| COc1cccc(-n2c(C)nnc2SCC#N)c1 | -17 |
| CCC(NC(=O)Nc1nccs1)(C(F)(F)F)C(F)(F)F | -3 |
| Cc1cccc(N2CCN(C(=O)c3ccc(Cl)c(S(=O)(=O)NCc4ccco4)c3)CC2)c1C | 2 |
| CCCSc1nc(N)cc(=O)[nH]1 | 22 |
| Cc1nn(-c2ccccc2)c2[nH]c(=O)c(CNc3ccc(N4CCOCC4)cc3)cc12 | 26 |
| CCOC(=O)c1nc2ccccc2s1 | 4 |
| O=C(Cn1cnc2c(cnn2-c2ccc(F)cc2)c1=O)NCc1ccco1 | -11 |
| CC(C)Nc1nc(NC(C)(C)C)nc(Oc2ccc(=O)n(-c3ccccc3)n2)n1 | -2 |
| CCOC(=O)C(C)Sc1nc2c(c(=O)[nH]c(=O)n2C)n1CCc1ccccc1 (stereo not drawn) | -2 |
| Cc1ccc(SCc2nc3ccccc3n2CC(=O)Nc2ccc(Cl)cc2)cc1 | 1 |
| C=CCOn1c(=O)c(-c2cccs2)[n+]([O-])c2ccccc21 | -28 |
| O=C(NCc1ccncc1)/C(=N/O)c1ccccc1 | 5 |
| COc1ccc(C(=O)N2CCN(C(=O)c3ccncc3)CC2)cc1 | -4 |
| Cn1c(=O)[nH]c(=O)c2c1nc(N1CCOCC1)n2CC(O)COc1ccc2ccccc2c1 (stereo not drawn) | 2 |
| COc1ccc(N2CCN(S(=O)(=O)c3ccc(-c4cnc(C5CC5)o4)cc3)CC2)cc1 | -2 |
| Cn1cnc2c(N3CCCCC3)nccc21 | -17 |
| O=C(CC(c1ccco1)C1CCCCC1=O)c1ccco1 (stereo not drawn) | -3 |
| COc1ccc(-n2nc3c(N4CCC(C(=O)NC5CCCCC5)CC4)nnc(C)c3c2C)cc1 | -1 |
| COc1ccc(-n2c(SCC(=O)OC(C)C)nnc2-c2ccccn2)cc1 | 29 |
| COc1ccc(OCc2n[nH]c(=S)o2)cc1 | 1 |
| O=C(CSc1nnc(Cc2ccccc2)o1)NC1CC2CCC1C2 (stereo not drawn) | -9 |
| O=C1C(Cc2ccccc2)S/C(=N/N=C/c2ccco2)N1c1ccccc1 (stereo not drawn) | 2 |
| CCOc1ccc(OCCCCN(C)C)cc1 | -12 |

Next part
mol | ARNT-TACC3 inh
CCOC(CCNC(=O)c1cn(-c2cccc(C)n2)cn1)OCC | 10
COc1ccccc1-c1coc2c(CN3CCN(CCO)CC3)c(O)ccc2c1=O | 0
CCc1c(C(=O)O)[nH]c2ccc(Br)cc12 | -7
O=C(NCCS(=O)CCNC(=O)C(F)(F)F)C(F)(F)F | 0
CCCOc1ccc(C2c3c(oc4ccccc4c3=O)C(=O)N2CCN(CC)CC)cc1OC (stereo not drawn) | 1
CCn1c(SCC(=O)NCCOc2ccccc2)nc2ccccc2c1=O | -16
CCCCN(CC)C(=O)Cc1c(C(=O)O)[nH]c2ccc(Cl)cc12 | -13
O=C(CCn1c(SCC(=O)c2ccccc2)nc2ccccc2c1=O)NCc1ccc(F)cc1 | -1
CC1=C/C(=C\c2ccc3c(c2)OCO3)C(=O)S1 | 11
CCOc1ccc(C(=O)N/N=C/c2cccc3cccnc23)cc1 | 65*
Cc1cc(C)cc(OCCCC(=O)O)c1 | 0
COc1ccc(-n2c(COc3cccc(C)c3)nnc2SCC(=O)NCc2ccco2)cc1 | -3
CCCOc1cc(C)c(Cl)cc1S(=O)(=O)N(CC)CC | 1
CN(C)c1nc(C(=O)Nc2ccccc2)nc(N(C)C)n1 | 0
O=c1ccc(/C=C/c2ccccc2)nn1Cc1ccccc1Cl | -5
O=C(CN(C(=O)CCC(=O)Nc1ccccn1)c1ccc2c(c1)OCCO2)NCCc1ccccc1 | -1

Structures above containing a nitro group on carbon, in the order listed:
mol | ARNT-TACC3 inh
CNc1cc([N+](=O)[O-])ccc1N/C=C/C(=O)c1cccs1 | 2
O=C(N/N=C/c1cc([N+](=O)[O-])ccc1Cl)c1ccc2nc[nH]c2c1 | 3
O=C(Nc1ccn(Cc2c(F)c(F)c(F)c(F)c2F)n1)c1cccc(Cn2cc([N+](=O)[O-])cn2)c1 | 19

(listing goes on)
mol | ARNT-TACC3 inh
O=c1nc2s/c(=C\c3ccco3)c(=O)n2nc1Cc1ccccc1 | 68*
CCOC(=O)N1CCC(NC(=O)c2cc(C(=O)Nc3cccc(OC)c3)ccc2CO)CC1 | 4
CC1=CC(C)(C)N(S(=O)(=O)c2ccc(C)cc2)c2ccc(C)cc21 | 5
COc1ccc(CNC(=O)C2CCN(C(=O)N3CCOc4ccc(C)cc43)CC2)cc1 | 1
CC(Sc1nc2ccccc2s1)C(=O)Nc1ccc2c(c1)OCO2 (stereo not drawn) | -15
CCOC(=O)c1ccc(COc2nc3ccccc3nc2-c2ccccc2NC(C)=O)o1 | -4
Oc1ccc(Br)cc1-c1cc(-c2ccc(Cl)cc2)n[nH]1 | -4
S=C(NCc1ccccn1)Nc1ccc(Cl)cc1 | 4
O=C(Cn1c(=O)oc2cc(S(=O)(=O)N3CCCC3)ccc21)Nc1cccc(C(F)(F)F)c1 | -5
Cc1noc(C)c1CSCC(=O)NC1=NCCS1 | -8
CC(Oc1ccccc1)c1ccnc2nc(/N=C/N(C)C)nn12 (stereo not drawn) | 3
Cc1ccc(S(=O)(=O)NC(CC(C)C)C(=O)Nc2nccs2)cc1 (stereo not drawn) | 0
O=C(COc1ccc2ccccc2c1)Nc1ccc(S(=O)(=O)N2CCCCCC2)cc1 | -7
CN(C)C(=O)c1ccc(Oc2ccc(C(=O)N(C)C)cc2)cc1 | -5
CCCC(c1nnnn1C1CCCCC1)N1CCN(C2CCCC2)CC1 (stereo not drawn) | -6
O=c1[nH]c(CN2CCN(Cc3ccc4c(c3)OCO4)CC2)nc2ccccc12 | -4
O=C(Nc1c(C(=O)O)[nH]c2ccccc12)NC1CCCCC1 | 1
COc1ccc(OC)c(C2CC(c3c(-c4ccccc4)c4cc(Cl)ccc4[nH]c3=O)=NN2S(C)(=O)=O)c1 (stereo not drawn) | -1
O=C(Nc1ccc(Cl)cc1)N1CCN(c2ccccc2)CC1 | 4
O=C(CCc1nc2ccccc2c(=O)[nH]1)NCc1cccc(Cl)c1 | 1

These rows are one share of the data; count on the stated rates, not on these rows.
